# Screens from PubChem BioAssay.
# S100A4 inh HTS – inhibitors of human S100A4 binding to myosin IIA peptide; P26447; S100A4/TAMRA-MyoIIA peptide fluorescence polarization; inhibition, % at 10.7 µM; 360,000 tested, 0.14% active; AID 652163;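 active = mean inhibition of at least 70% across replicates, with every replicate also reaching that level; inconclusive = mean inhibition reaches 70% but some replicates fall short; inactive = mean inhibition below 70%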
# Target sequence (P26447 whole entry, looked up): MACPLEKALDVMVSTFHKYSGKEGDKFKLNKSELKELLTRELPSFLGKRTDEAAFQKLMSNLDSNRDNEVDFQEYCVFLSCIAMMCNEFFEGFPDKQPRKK
#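 Compound dosing: one dose per compound; test system: human S100A4 monomer with TAMRA-labelled myosin IIA peptide; probe or stimulus: TAMRA-labelled myosin IIA heavy-chain peptide probe, 5 nM; medium: HEPES buffer with Ca2+, pH 7.2; schedule: 5 min incubation before reading; benchmarks: neutral control DMSO, positive control TFP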
# LGR2 inh – Drosophila LGR2 receptor signaling inhibition. HEK293 LGR2, CRE-luciferase, bursicon-stimulated, 4 h. inhibition, % at 9.99 µM. 380,000 tested, 0.35% active;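 active = drop in luminescence signal, shown as inhibition above about 50% in the replicate tests, limit read from the data, passing the limit was not always enough; inconclusive = probably only some replicates passing the limit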;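 also: agonist challenge used bursicon conditioned medium at about half maximal strength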
# SIRT5 block – blocks human SIRT5 desuccinylation of peptide; Q9NXA8; 330,000 tested, 1.1% active; Purified SirT5, succinyl-peptide AMC, trypsin-coupled fluorescence; inhibition, % at 15 µM; in the data active = inhibition above about 15%; inconclusive = no clear call, values can overlap the other calls
# Target sequence (Q9NXA8 whole entry, looked up): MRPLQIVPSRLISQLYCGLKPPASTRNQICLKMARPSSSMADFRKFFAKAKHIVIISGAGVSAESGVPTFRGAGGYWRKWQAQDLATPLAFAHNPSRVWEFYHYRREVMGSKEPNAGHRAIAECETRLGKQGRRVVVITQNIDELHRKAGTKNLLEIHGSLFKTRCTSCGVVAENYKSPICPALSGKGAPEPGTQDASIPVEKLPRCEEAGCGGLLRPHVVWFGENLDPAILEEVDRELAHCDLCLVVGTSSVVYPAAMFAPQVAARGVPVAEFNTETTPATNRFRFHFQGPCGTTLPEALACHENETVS
# ERAP1 inh – ERAP1 (human) enzyme inhibition. recombinant ERAP1, Leu-AMC fluorescence, 60 min. Q9NZ08. AID 652197. inhibition, % at 10.7 µM. 340,000 tested, 0.15% active;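 active = mean replicate inhibition of at least 30%, or all replicates individually reaching that 30% level; inactive = mean below 30% and not every replicate reaching it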;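 also: 0% = neutral control wells and 100% = L-leucinethiol positive control wells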
# C2C12 statin – suppressors of simvastatin-induced myotoxicity in C2C12 myotubes; 330,000 tested, 0.78% active; AID 602340; ATP luminescence, 48 h; scaled: DMSO 0, geranylgeraniol control 100; rescue of ATP level, % at 7.49 µM;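 active = mean ATP rescue above about 67%, or every replicate alone reaching that limit, limit read from the data, passing the limit was not always enough; inconclusive = no clear call, values can overlap the other calls; inactive = mean under the limit and some replicate under it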;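 also: myotubes were challenged with 10 µM simvastatin during compound exposure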
# Xi reactivation – activators of X-chromosome reactivation in mouse fibroblasts. XiGFP mouse fibroblasts, % GFP-positive cells imaging, 3 d; cells co-treated with 5-aza-dC sensitizer; scaled so ellipticine positive control = 100%. activation, % at 7.58 µM. AID 743238. 360,000 tested, 0.055% active;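 active = mean normalized replicate activation at least 10% and every replicate at or above 10%; inconclusive = only one of the two criteria met; inactive = mean below 10% and not all replicates reach 10%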;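 also: 0% = median of on-plate neutral control wells and 100% = ellipticine 6 µM median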
#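 Schedule: 3 d treatment, 15 min room-temperature fixation; system: 68-5-11 XiGFP fibroblast line; buffer or medium: DMEM plus 5-aza-dC sensitizer; control set: ellipticine 6 µM positive control; compound: one concentration, pinned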
# Cneo AK release – Cryptococcus neoformans lysis via adenylate kinase release; C. neoformans lysis, adenylate kinase release luminescence, 4 h; normalised: neutral wells 0, clomiphene wells 100; lysis activity, % at 15 µM; 360,000 tested, 0.2% active;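 active = mean lysis activity across replicates of at least 80%, whatever share of replicates individually reach that level; inactive = mean lysis activity below 80%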
#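 Test system: log-phase Cryptococcus neoformans yeast cells; Quantity: yeast cell density of 5 × 10^6 cells/mL; Buffer or medium: YPD; Doses: single compound concentration per well; Timing: 4 h at 37 °C static, read 1 h later; Measured by: AK luminescence; Read-out basis: lysis from increased AK signal; Control set: Clomiphene as positive control.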
# PGC1a acetyl inh – modulators of PGC1a acetylation. U2OS PGC1a acetylation, AlphaScreen anti-acetyl-lysine; with virally co-expressed GCN5 acetyltransferase. inhibition, % at 15.6 µM. 350,000 tested, 0.17% active. AID 651687;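 active = every replicate shows inhibition of at least 40%; inconclusive = mean inhibition at least 40% but some replicate below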;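 also: 0% = neutral control wells and 100% = positive control wells; some results beyond the cut were filed as inactive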
# Active calls of the source: *; ? = inconclusive; · = not tested or not shown. These rows are one share of the data; the hit share may differ from the screen's.
SMILES,S100A4 inh HTS,LGR2 inh,SIRT5 block,ERAP1 inh,C2C12 statin,Xi reactivation,Cneo AK release,PGC1a acetyl inh
COc1ccc(NS(=O)(=O)c2cc(NC(=O)CCNC(=O)c3ccco3)ccc2OC)cc1,-4,16,-4,2,-9,0.0,0,·
CC(C)NC(=O)N(C)C[C@H]1Oc2c(NC(=O)NC3CCCCC3)cccc2C(=O)N([C@@H](C)CO)C[C@H]1C,1,3,-4,0,-18,0.2,-3,0
O=C1CNC[C@@H]2[C@@H](c3ccc(-c4ccccc4F)cc3)[C@H](CO)N12,-12,3,-1,1,·,0.0,·,14
CCOc1ccc(Cc2nnc(SCC(=O)Nc3ccc(C(C)=O)cc3)[nH]c2=O)cc1,-9,10,-3,-4,1,0.1,-3,7
COc1ccc(C2=NOC(C)(c3nnc(-c4ccc(F)cc4)o3)C2)cc1 (stereo not drawn),·,-16,·,·,2,0.0,2,·
O=C(c1cccc(S(=O)(=O)N2CCN(c3ccc(F)cc3)CC2)c1)N1CCCCCCC1,-4,3,3,-2,-9,0.1,-1,-1
CO[C@@H]1CC[C@@H]2CCN(C)C(=O)[C@H](C)[C@H](OC)CN(C)C(=O)c3cc(C#N)ccc3OC[C@H]1O2,8,-12,0,4,3,0.1,11,-4
C=CCNC(=S)N/N=C/c1ccc(C)s1,1,-1,-2,-3,5,0.0,·,-1
CSc1ccc(S(=O)(=O)N2CCC(C(=O)NCCN3CCOCC3)CC2)cc1,15,5,3,0,7,0.2,16,·
S=C1N[C@H]2CCCC[C@@H]2N1,-3,0,-3,·,·,-0.1,-1,-7
COc1cccc(/C=N/NC(=S)NCCc2ccccc2)c1OC,4,-4,3,5,-11,0.0,2,18
Cc1cc(C)c(CN2CCC(n3nccc3NC(=O)c3ccccc3Cl)CC2)cc1C,-5,11,-2,-5,-8,-0.1,-1,-2
C[C@@H](O)[C@H]1O[C@]2(C)CCC[C@H]1O2,-1,·,-5,-1,8,0.2,5,·
CCOc1ccc(CCNC(=O)COC(=O)CCc2cc(OC)c(OC)c(OC)c2)cc1OCC,-1,14,2,2,18,0.1,0,-19
O=C(CN1CCOCC1)NCC[C@H]1CC[C@@H](NC(=O)c2ccccc2F)[C@@H](CO)O1,-5,2,1,-1,2,-0.2,10,4
O=C(c1cccc(F)c1)N1CC2(C1)[C@H](c1ccccc1)[C@H](CO)N2C(=O)C1CCCC1,6,15,1,3,·,0.1,·,-2
O=C(Nc1c[nH]c(=O)[nH]c1=O)c1ccc2c(c1)C(=O)N(c1cccc([N+](=O)[O-])c1)C2=O,5,4,2,-3,1,-0.1,1,6
COc1ccc(NC(=O)N(C)C[C@H]2Oc3ccc(NC(=O)CCN4CCOCC4)cc3C(=O)N([C@@H](C)CO)C[C@@H]2C)cc1,1,5,-3,1,13,0.0,-3,7
CNS(=O)(=O)/C=C/c1ccccc1,-7,12,-1,15,·,0.4,·,·
O=C(N/N=C/c1cnc(N2CCCCC2)s1)c1ccc(Cl)cc1,-1,14,-7,-1,·,0.0,·,-5
Cc1cccc(N2CCN(S(=O)(=O)c3ccc(-c4ccc(=O)[nH]n4)o3)CC2)c1C,-5,9,0,-2,-40,0.0,4,14
Nc1cc(S(=O)(=O)Nc2ccccc2Cl)ccc1N1CCCC1,-5,-5,4,-5,·,0.0,·,·
CN1c2ccc(Br)cc2[C@@H]2[C@@H](CCN2C(=O)C2CC2)[C@@H]1CO,25,-7,1,1,6,0.0,4,3
CCOC(=O)N1CCN(CC(=O)Nc2nc3ccccc3s2)CC1,3,-8,1,-4,-7,0.0,6,4
Cc1cccc(-c2oc3ccc(-c4ccc5c(c4)OCO5)cc3c2-c2ccc(OC3CCCCO3)cc2)c1 (stereo not drawn),107*,-27,·,-2,0,0.2,11,9
CCCCN(C(=O)C1CC(=O)N(c2ccc3c(c2)OCCO3)C1)c1c(N)n(CC(C)C)c(=O)[nH]c1=O (stereo not drawn),0,4,0,-4,1,0.0,8,-9
CN(C)CCCNC(=S)N(CCN(C)C)Cc1cc2cc3c(cc2[nH]c1=O)OCCO3,2,-4,-3,0,4,0.2,5,7
CC(C(=O)O)N(c1ccccc1Cl)S(C)(=O)=O (stereo not drawn),5,·,4,0,12,0.0,4,·
CC(=O)Nc1ccc2nc(NC(=O)COc3ccccc3C)sc2c1,-3,-26,-1,2,-11,0.0,12,-3
Nc1nc(C2CCOCC2)cs1,-2,-8,0,-1,·,?,2,-11
Cc1ccc(S(=O)(=O)N(C)C[C@H]2Oc3c(NC(=O)c4ccncc4)cccc3C(=O)N([C@@H](C)CO)C[C@@H]2C)cc1,-10,3,0,-1,-16,-0.5,-1,5
O=C(NC(Cc1ccccc1)C(=O)O)/C(=C/c1ccccc1)NC(=O)c1cccc(Br)c1 (stereo not drawn),1,0,-3,-1,·,0.0,·,·
Cc1ccc(C(C(=O)NC2CCCC2)N(C(=O)Cc2cccs2)c2ccc3c(c2)OCCO3)cc1 (stereo not drawn),-4,1,-1,-9,106*,·,6,-20
CN(C)CC(=O)N[C@H]1CC[C@@H](CC(=O)NCCN2CCCCC2)O[C@@H]1CO,10,7,0,-8,-2,0.4,-1,4
CO[C@@H]1CN(C)C(=O)c2ccc(NC(=O)C3CCC3)cc2OC[C@@H](C)N(C(=O)CN(C)C)C[C@@H]1C,·,-10,·,·,-11,0.6,-4,0
O=C(C=Cc1ccco1)c1ccc2ccccc2c1,2,-8,-1,-1,·,0.0,·,0
NCCc1nnc(SCc2c(Cl)cccc2Cl)o1,-5,·,-5,-1,-4,0.0,·,4
C[C@H]1CN([C@@H](C)CO)C(=O)c2cc(NC(=O)Cc3cn(C)c4ccccc34)ccc2O[C@H]1CN(C)CC1CC1,9,10,-1,0,-17,-0.9,36,-8
CCNc1nc(NCC)n2c(SCC(=O)Nc3ccccc3C(F)(F)F)nnc2n1,-3,-1,1,2,-7,0.0,-1,·
CCn1c(NCc2ccc(OC)cc2)nc2ccccc21,-1,-34,-3,0,0,0.0,-1,-8
Cc1ncccc1C(=O)N1CCCC(CCC(=O)N2CCN(c3ccccn3)CC2)C1 (stereo not drawn),-2,5,11,-2,-7,0.1,·,5
COc1ccc(N(C)S(=O)(=O)c2cccc(C(=O)NCc3ccc(C)cc3)c2)cc1,0,5,-9,-4,-1,0.0,3,5
CC(C#N)(NC(=O)CN1CCN(S(=O)(=O)c2cc(C(F)(F)F)ccc2Cl)CC1)C1CC1 (stereo not drawn),7,0,-3,-1,·,0.2,·,·
CC(=O)c1ccc2c(c1)CC(C)C(=O)N2C (stereo not drawn),0,5,0,4,·,0.0,5,7
O=C(Cn1c(COc2ccccc2)nc2ccccc21)Nc1cc(Cl)cc(Cl)c1,·,-15,·,·,-37,-0.1,1,·
Cc1ccc(S(=O)(=O)Nc2cccc(C(=O)NCC3CCCO3)c2)cc1F (stereo not drawn),-4,5,-1,2,11,0.1,·,·
C[C@H](CO)N1C[C@H](C)[C@@H](CN(C)C(=O)Nc2ccc(C(F)(F)F)cc2)Oc2c(NC(=O)CCCCCC(=O)Nc3ccccc3N)cccc2C1=O,-31,6,9,2,·,0.1,·,-3
O=C(O)/C=C/c1cn(-c2ccccc2)nc1-c1cccs1,-7,-3,-11,6,-2,0.1,-2,-1
C[C@@H]1CN([C@@H](C)CO)C(=O)c2cc(NS(=O)(=O)c3cn(C)cn3)ccc2O[C@@H](C)CCCCO[C@@H]1CN(C)C(=O)c1ccncc1,4,10,-3,-3,·,0.1,-2,2
COc1ccc(CCNC(=O)Cn2c(=O)oc3cc(Cl)ccc32)cc1OC,0,10,-5,-2,10,0.0,-1,2
CC(C)NC(=O)N(C)C[C@H]1Oc2ccc(N(C)C)cc2CC(=O)N([C@@H](C)CO)C[C@H]1C,-8,-12,-7,2,15,-0.1,-1,-2
Cc1oc2c(CN3CCCCC3)c(O)ccc2c(=O)c1-c1ccc(Cl)cc1,1,-13,-11,6,-4,0.0,0,2
O=C(NCc1ccc(C(=O)O)cc1)OCc1ccccc1,5,-6,-4,5,·,0.2,·,-7
CCc1c(C)nc(SCC(=O)Nc2ccc(Br)cc2)[nH]c1=O,2,5,5,4,8,0.1,-8,-4
OC[C@H]1[C@@H](c2ccc(C#Cc3ccccc3)cc2)[C@H]2CN(Cc3cncnc3)CCCCN21,-29,-8,-1,0,·,0.1,0,-3
Cc1noc(C)c1S(=O)(=O)Nc1ccc2c(c1)CC(=O)N([C@H](C)CO)C[C@H](C)[C@H](CN(C)S(=O)(=O)c1c(C)noc1C)O2,0,20,-2,0,-8,-1.0,-4,11
CS(=O)(=O)N(CCc1ccccc1)CC(=O)N1CCCC1,5,6,-10,2,-2,-0.1,·,23
C/C(=N\NC(=O)Cc1ccc(O)cc1)c1cccnc1,-1,-6,-2,2,-1,0.0,4,17
COc1cccc(CN(C)C[C@H]2OCc3ccccc3-c3c(n(C)c4ccccc34)C(=O)N([C@@H](C)CO)C[C@H]2C)c1,8,48,2,-5,·,-0.8,·,-33
CCC(=O)N(C)C[C@@H]1Oc2cc(C#CCN(C)C)ccc2S(=O)(=O)N([C@@H](C)CO)C[C@@H]1C,3,4,2,2,-10,-0.2,-2,-6

# Only S100A4 inh HTS and C2C12 statin, for 2 of the compounds above:
smiles | S100A4 inh HTS | C2C12 statin
COc1ccc(C2=NOC(C)(c3nnc(-c4ccc(F)cc4)o3)C2)cc1 (stereo not drawn) | · | 2
O=C(O)/C=C/c1cn(-c2ccccc2)nc1-c1cccs1 | -7 | -2

# (cont.)
SMILES,S100A4 inh HTS,LGR2 inh,SIRT5 block,ERAP1 inh,C2C12 statin,Xi reactivation,Cneo AK release,PGC1a acetyl inh
O=C(CN1CCN(c2ccc(F)cc2)CC1)N1CCOCC1,·,10,·,·,-2,·,-1,-3
CCOc1ccccc1/C=C(/C#N)C(N)=O,-1,-3,-3,-1,13,-0.1,3,·
NC(=O)COC(=O)c1ccccc1OCc1ccc(Cl)cc1,40,-3,-2,5,·,0.1,·,·
CCCN(C)C[C@@H]1Oc2cc(-c3ccc(C)cc3)ccc2S(=O)(=O)N([C@H](C)CO)C[C@@H]1C,-4,2,2,1,-6,-0.5,1,-34
COc1cc(C(=S)N2CCOCC2)ccc1OC(=O)c1cc([N+](=O)[O-])c(C)c([N+](=O)[O-])c1,-5,-2,0,-1,4,0.1,1,-1
Cc1cc(C)c(O)c(CN(C)Cc2cc(Cl)cc(Cl)c2O)c1,-1,11,·,1,-3,-0.1,-12,-10

# Full records from above. Screens in order: S100A4 inh HTS | LGR2 inh | SIRT5 block | ERAP1 inh | C2C12 statin | Xi reactivation | Cneo AK release | PGC1a acetyl inh
# Listed for `CCCN(C)C[C@@H]1Oc2cc(-c3ccc(C)cc3)ccc2S(=O)(=O)N([C@H](C)CO)C[C@@H]1C` = -4 | 2 | 2 | 1 | -6 | -0.5 | 1 | -34
# Listed for `CCOc1ccccc1/C=C(/C#N)C(N)=O` = -1 | -3 | -3 | -1 | 13 | -0.1 | 3 | ·
# Listed for `Cc1cc(C)c(O)c(CN(C)Cc2cc(Cl)cc(Cl)c2O)c1` = -1 | 11 | · | 1 | -3 | -0.1 | -12 | -10
